XIAP antagonists: XIAP antagonists, biochemical, IAP family, fluorescence polarization (AID 1018) | XIAP BIR domain, fluorescence polarization peptide displacement; higher % means a stronger effect | one-dose displacement, % at 20 µM; IC50 in µM for titrated hits | 200,000 compounds, 0.007% hits; in the data active = displacement above about 50%; note: a part of the inactive calls stands beside numbers as strong as those of hits
P. falciparum M1AAP: malaria alanyl aminopeptidase activity blockers – biochemical, fluorogenic H-Leu-NHMec substrate, 1536-well (AID 1445). one-dose inhibition, % at 30 µM; IC50 in µM for titrated hits. 220,000 compounds, 0.42% hits. recombinant M1AAP, H-Leu-NHMec fluorogenic kinetic assay; higher % means a stronger effect;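 active = primary inhibition above the hit cutoff, then over 50% inhibition at one or more dose response concentrations, cut at about 23% in these data, passing the limit was not always enough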;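 note: plate controls were DMSO full reaction for no effect and no enzyme background for full effect; strong numbers were not always called active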
Yfh1-off respiration: mitochondrial function rescue without frataxin homolog – Friedreich's ataxia, plus single-dose screen, dose response (AID 1465); fold induction at 50 µM, or EC50 in µM where a hit was titrated; 220,000 compounds, 0.074% hits; S. cerevisiae Yfh1-off respiration, WST-1 reduction, 72 h; higher fold induction means a stronger effect;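 active = fold induction of absorbance versus untreated yeast above a set limit, then at least 30% activation at any dose in follow-up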;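 note: activators that raise dye reduction in frataxin-depleted yeast; strong numbers were not always called active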
CSM14.1 death rescue: protection against thapsigargin-triggered cell killing – 384-well, CSM14.1, ATP luminescence, primary screen (AID 1222). CSM14.1 thapsigargin-induced death rescue, ATP luminescence; higher % means a stronger effect. 190,000 tested, under 10 active. cellular ATP content (survival), % at 20 µM, or EC50 in µM where a hit was titrated;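 active = EC50 below 50 µM in the dose-response confirmation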;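 note: death triggered by thapsigargin at about 15 µM added after 2 h compound pretreatment; cell ATP read after overnight thapsigargin exposure of roughly 18 to 22 hours; normalized against plate controls of thapsigargin alone and 5% DMSO vehicle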
SIAH1 antagonists: blockers of Siah-1 interaction with plectin peptide – biochemical, fluorescence polarization, rhodamine-plectin, uHTS, primary screen (AID 1817) | displacement, % at 20 µM, or IC50 in µM where a hit was titrated | 290,000 compounds, 0.02% hits | Siah-1 / rhodamine-plectin peptide fluorescence polarization; higher % means a stronger effect;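 active = displacement of at least 50% at 20 µM, with a fluorescence ratio check between 0.3 and a set limit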;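 note: plate controls were Siah plus tracer with DMSO for no effect and tracer alone without Siah for full effect; strong numbers were not always called active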
PMI inhibition: human PMI inhibitors, high substrate, primary screen, biochemical, fluorescence intensity, high mannose 6-phosphate (AID 1220); recombinant PMI enzyme, coupled fluorescence intensity; higher % means a stronger effect; inhibition, % at 20 µM, or IC50 in µM where a hit was titrated; 190,000 compounds, 0.66% hits; in the data active = inhibition above about 50%
M17LAP inhibition: P. falciparum M17LAP inhibitors, primary screen, biochemical, fluorogenic H-Leu-NHMec substrate, 1536-well (AID 1619); 220,000 compounds, 0.38% hits; recombinant M17LAP, H-Leu-NHMec fluorogenic kinetic assay; higher % means a stronger effect; one-dose inhibition, % at 30 µM; IC50 in µM for titrated hits;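 active = compound inhibiting the enzyme by more than half at any dose during confirmatory dose-response retesting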;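 note: plate controls were full reaction with DMSO carrier for no effect and no enzyme background for full effect; strong numbers were not always called active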
West Nile antiviral: inhibition of WNV-induced cytopathic effect – cell-based, CPE readout (AID 1621). 290,000 compounds, 0.02% hits. West Nile virus-infected cells, CPE inhibition; higher % means a stronger effect. one-dose CPE inhibition, % at 10 µM; IC50 in µM for titrated hits; in the data active = a potency from the dose series; note: strong numbers were not always called active
PhoP inhibition: inhibitors of PhoP regulon expression, primary screen, Salmonella Typhimurium, GFP reporter (AID 1863). S. Typhimurium PhoP-regulated promoter GFP reporter, 4 h; higher % means a stronger effect. inhibition, % at 50 µM; hits with a dose series show IC50 in µM. 300,000 compounds, 0.16% hits;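 active = inhibition over 29.93%, a cutoff 3 SD above the screen mean, later confirmed by dose response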;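 note: 0% = low Mg2+ inducing control and 100% = high Mg2+ repressing control; strong numbers were not always called active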
Numbers without * were called inactive; i = inactive; x = no result given. Rows were taken by chance; any-hit rate near 1.6%.

A first look:
SMILES | XIAP antagonists | P. falciparum M1AAP | Yfh1-off respiration | CSM14.1 death rescue | SIAH1 antagonists | PMI inhibition | M17LAP inhibition | West Nile antiviral | PhoP inhibition
CCOC(=O)c1ccccc1NC(=O)CSc1nnc(COc2ccccc2C)n1C | -3.3% | -7% | i | x | 7% | 14% | 4% | -0.9% | 6%
COc1ccc(/C=C/C(=O)OCC(=O)Nc2c(C)cccc2C)cc1 | -1.4% | 3% | i | x | -3% | -8% | -4% | -0.3% | -4%

All compounds of this part, from the first entry:
SMILES | XIAP antagonists | P. falciparum M1AAP | Yfh1-off respiration | CSM14.1 death rescue | SIAH1 antagonists | PMI inhibition | M17LAP inhibition | West Nile antiviral | PhoP inhibition
CCOC(=O)c1ccccc1NC(=O)CSc1nnc(COc2ccccc2C)n1C | -3.3% | -7% | i | x | 7% | 14% | 4% | -0.9% | 6%
COc1ccc(/C=C/C(=O)OCC(=O)Nc2c(C)cccc2C)cc1 | -1.4% | 3% | i | x | -3% | -8% | -4% | -0.3% | -4%
O=C1CC(N2CCC(O)(c3ccc(Br)cc3)CC2)C(=O)N1c1ccc(Cl)cc1 (stereo unspecified) | -3.1% | 7% | i | 2.9% | -2% | -3% | -3% | -0.2% | -3%
Cc1ccc2nc(-c3ccccc3)c(CN3CCOCC3)n2c1 | -2.8% | -5% | i | 1.8% | 1% | -1% | 5% | 0.1% | 0%
O=C(CSc1nnc(COc2ccccc2)n1Cc1ccco1)Nc1ccc2c(c1)OCCO2 | -0.4% | 2% | i | -1.1% | -2% | 8% | 13% | -0.7% | -2%
NC(=O)c1c(NC(=O)c2cccs2)sc2c1CCCCCC2 | -6.8% | 12% | i | -1.2% | -3% | 15% | 14% | -0.3% | -12%
COC(=O)c1cn(Cc2ccc(C(F)(F)F)cc2)cc(F)c1=O | x | 5% | i | x | 3% | x | 19% | 0.1% | -6%
CCN1CCCC1CN=Cc1c(O)n(-c2ccccc2)c(=O)c2ccccc12 (stereo unspecified) | -1.2% | 17% | i | x | 0% | -5% | -9% | -0.2% | -7%
CC1(C)C(=O)OC(c2c(F)c(F)c(F)c(F)c2F)C2(CCCCC2)C1=O (stereo unspecified) | 0.4% | 0% | i | -2.1% | 1% | 10% | -6% | -0.2% | 9%
O=C(NCc1cccs1)c1noc2c1CCCCC2 | x | 7% | i | -0.3% | -4% | 2% | 3% | -0.2% | -16%
C[N+]1(CC2COC3(CCCCC3)O2)CCCC1 (stereo unspecified) | -1.1% | 12% | i | -3.5% | 1% | 14% | 4% | 1.3% | 1%
CCOC(=O)C1CCN(Cc2cc(C(C)(C)C)c(O)c(C(C)(C)C)c2)CC1 | -14% | 3% | i | -1.6% | -2% | 21% | 4% | 1.1% | 2%
C=CCOc1ccc(/C=N/NC(=O)CN(c2cc(Cl)ccc2OC)S(=O)(=O)c2ccc(C)c([N+](=O)[O-])c2)cc1 | -3.8% | -7% | i | -0.7% | 4% | 14% | -9% | -1.0% | 37%
O=C(c1ccc(Cl)c(S(=O)(=O)Nc2ccc(F)cc2)c1)N1CCN(c2ccccn2)CC1 | -4.5% | -6% | i | -0.1% | 0% | -4% | 6% | 0.4% | 3%
O=C(Nc1ccc(N2CCN(C(=O)c3ccco3)CC2)cc1)c1ccc2c(c1)OCO2 | -2.2% | 13% | i | 1.0% | -2% | -11% | 11% | 0.7% | -8%
O=S(=O)(c1ccccc1)N1CCN=C1SCc1ccccc1Cl | -6.3% | 4% | i | 1.2% | -5% | 20% | -3% | -0.9% | -7%
COc1ccc(OCc2nnc(SCC(N)=O)n2-c2ccccc2OC)cc1 | -4.4% | -7% | i | -1.3% | 0% | -2% | -8% | 0.1% | -3%
O=C(O)c1cccc(-c2nc3ccccc3[nH]2)c1 | -3.7% | 5% | i | -2.1% | 15% | -6% | 10% | 0.2% | 5%
CCOC(=O)c1c(C)n(C)c2ccc(OCC(O)CN(CC)CC)cc12 (stereo unspecified) | -5.9% | 2% | i | -0.2% | -1% | -6% | 7% | -0.2% | 2%
O=C(O)Cn1cc(/C=c2/sc3nc4ccccc4n3c2=O)c2ccccc21 | -5.1% | -14% | i | 0.4% | -5% | -34% | 16% | 0.7% | -3%
COC(=O)Nc1nn(Cc2ccccc2F)cc1Br | -4.4% | 0% | i | -1.7% | -2% | -1% | 2% | 0.1% | -7%
CN(C)C(CNS(=O)(=O)c1ccc(Br)cc1)c1cccnc1 (stereo unspecified) | -1.6% | 8% | i | -1.3% | 2% | -12% | -6% | -0.1% | -3%
Cc1c(NC(=O)CSc2nnc(-c3ccncc3)o2)c(=O)n(-c2ccccc2)n1C | -3.0% | 2% | i | -0.7% | 9% | -4% | 24% | 1.6% | -4%
CCc1c(C)sc(NC(=O)c2cccs2)c1C(N)=O | -6.2% | 2% | i | -2.7% | -4% | 0% | 4% | -0.4% | 2%
CC(C)(C)CC(=O)O/N=C(\N)c1ccccn1 | -1.9% | 6% | i | -4.0% | -1% | -1% | 11% | 0.3% | 12%
Further entries
SMILES | XIAP antagonists | P. falciparum M1AAP | Yfh1-off respiration | CSM14.1 death rescue | SIAH1 antagonists | PMI inhibition | M17LAP inhibition | West Nile antiviral | PhoP inhibition
NCCCCCc1nnc(SC/C=C/c2ccccc2)o1 | -5.9% | 2% | i | x | -3% | 12% | -4% | 0.4% | 26%
C#CCOCCOCCOCCNc1nc(N2CCN(C(=O)[C@H]([C@@H](C)CC)n3cc(CCC(=O)O)nn3)CC2)nc(N2CCN(C(=O)[C@H](C)n3cc(CCCN=C(N)N)nn3)CC2)n1 | -3.4% | 5% | i | -4.4% | 10% | -19% | -14% | -0.2% | 3%
CCCC(=O)N1CCN(c2nc(CC(C)C)c3c(c2C#N)CCC3)CC1 | -5.6% | 0% | x | 1.8% | -5% | 15% | 0% | x | -5%
CN1CCc2c(sc3c2c(NCc2ccco2)nc2nnnn23)C1 | -0.7% | 5% | i | -1.8% | -10% | 21% | -45% | -0.2% | -5%
CC(=O)c1cc(CN2CCC(N3CCC(C(=O)NC(C)C)CC3)CC2)cs1 | -3.8% | -2% | i | -1.1% | 15% | 1% | -7% | 0.2% | 3%
Cc1ccnc(NC(=O)CCC(=O)N(CC(=O)NCC2CCCO2)Cc2ccc(F)cc2)c1 (stereo unspecified) | 0.3% | 5% | i | 0.3% | -2% | -2% | 15% | -0.2% | 10%
Cc1ccc2nc(N=C(N)N)nc(C)c2c1 | -1.1% | 10% | i | -0.6% | 5% | 1% | 17% | 1.3% | 4%
COc1cc(/C=N/NC(=O)COc2c(C)cc([N+](=O)[O-])cc2C)ccc1OC(=O)c1ccccc1 | -5.9% | 2% | i | -0.9% | -5% | 11% | 9% | -0.4% | -11%
Cc1ccc(OCC(=O)NCc2ccco2)cc1C | -7.0% | 2% | i | -1.0% | -3% | 10% | 16% | 0.3% | 1%
COc1ccc(-n2nnnc2SCC(=O)N2C(C)CCCC2C)c(OC)c1 (stereo unspecified) | -6.2% | 1% | i | -1.5% | 0% | 4% | -6% | -1.0% | 7%
CSc1ncccc1C(=O)NCCc1ccc(Cl)cc1 | -4.4% | 6% | i | -1.5% | 8% | -17% | 1% | -0.8% | -12%
Cc1ccc(S(=O)(=O)Nc2cc(=O)[nH]c3c2CCC3)cc1 | x | -1% | i | x | 2% | x | 10% | -0.2% | -6%
CC1=C(C(=O)Nc2ccccc2F)C(c2ccsc2)C2=C(CC(c3ccccc3)CC2=O)N1 (stereo unspecified) | 1.6% | -2% | i | -0.8% | 0% | 9% | -7% | 0.3% | 2%
O=C(COc1ccc(/C=N/NC(=O)c2cc3ccccc3o2)cc1Br)Nc1ccccc1 | -17% | 5% | i | -3.6% | 4% | -14% | -6% | 0.1% | 0%
COc1ccc(Cl)cc1N(CC(=O)Nc1cccc(SC)c1)S(C)(=O)=O | -4.0% | 9% | i | 1.9% | -5% | 15% | -5% | -0.2% | 2%
c1ccc(OCc2nc(-c3ccccc3)no2)cc1 | -4.5% | 2% | i | 0.2% | 2% | 9% | 0% | 0.4% | -6%
O=C(O)C1CCCCC1C(=O)Nc1ccccc1C(=O)N1CCN(c2ccc(F)cc2)CC1 (stereo unspecified) | -7.3% | 3% | i | 0.1% | 2% | 5% | 34% | -0.9% | -5%
N#C/C(=C\c1ccco1)C(=O)NCc1ccccc1 | -0.8% | 10% | i | -0.1% | 5% | 1% | 39% | -0.3% | -2%
COCCNC(=O)C(OC(=O)c1ccco1)c1ccccc1OC (stereo unspecified) | -5.3% | 7% | i | 1.4% | 2% | 4% | -3% | -0.1% | -1%
Cc1ccc(/C=C/C(=O)Nc2ncc(C)s2)o1 | -7.5% | 5% | i | -0.3% | 6% | 17% | 4% | -0.1% | 10%
CN(C)c1ccc(NC(=O)/C=C/c2c(Cl)cccc2Cl)cc1 | 2.8% | 2% | i | 0.7% | -2% | -1% | 4% | 0.9% | -4%
O=C(c1ccc(Br)cc1)N(C1=NCCCCS1)c1ccccc1 | -1.1% | -2% | i | 1.8% | 6% | 12% | -6% | -0.1% | 7%
COc1ccc(NC(=O)N2CCC(NC(=O)c3ccco3)CC2)cc1 | -4.7% | 6% | i | 2.7% | 0% | 5% | 2% | -0.2% | 4%
O=C(CN1C(=O)c2ccccc2C1=O)NCC1CCCO1 (stereo unspecified) | -3.8% | -3% | i | -0.8% | -2% | -7% | 10% | 0.4% | 1%
Cc1ccc(NC(=S)/C(=C(\[O-])c2ccc(F)cc2)[n+]2ccccc2)cc1 | -4.1% | 9% | i | -1.2% | 3% | 29% | 17% | 2.0% | -1%
More structures:
SMILES | XIAP antagonists | P. falciparum M1AAP | Yfh1-off respiration | CSM14.1 death rescue | SIAH1 antagonists | PMI inhibition | M17LAP inhibition | West Nile antiviral | PhoP inhibition
COCc1cc(/C=N\NC(=O)Cc2ccc(Cl)cc2)ccc1OC | -1.6% | 3% | i | -0.6% | -2% | 3% | 25% | -0.2% | -4%
O=C(COC(=O)CCc1ccccc1)Nc1ccccc1OC(F)F | x | 9% | i | x | 16% | x | 1% | 0.1% | -6%
CC(C)[C@H](NC(=O)c1ccco1)C(=O)OCC(=O)N1CCc2ccccc21 | -3.3% | 10% | i | 3.0% | 4% | -3% | 5% | -0.3% | -4%
COc1ccccc1C(=O)NNC(=O)c1cccc(Cl)c1 | -3.1% | x | i | -3.6% | 3% | x | x | -0.4% | x
COc1ccc(CCNC(=O)c2ccc(CN3CCC(Cc4ccccc4)CC3)cc2)cc1 | -4.5% | -2% | i | -1.9% | 3% | -11% | 5% | -0.1% | -5%
O=C(CN1C(=O)c2ccccc2C1=O)Nc1ccccc1C(=O)NC1CCCCCC1 | -3.2% | 4% | i | -0.1% | -1% | 0% | 7% | 0.2% | -4%
Cc1ccc(S(=O)(=O)Cn2nnnc2CN2CCCC3(CCCCC3)C2)cc1 | -6.4% | 2% | i | -2.9% | -3% | 2% | 18% | -1.0% | -1%
COC(=O)c1sc(S(=O)(=O)N2CCN(CCO)CC2)c(C(=O)OC)c1C | -3.9% | 1% | i | -0.1% | 1% | -8% | -7% | 0.3% | -7%
Cc1cc(C)c2cc(CN(Cc3nnnn3C3CCCCC3)CC3CCCO3)c(=O)[nH]c2c1 (stereo unspecified) | -1.3% | 9% | i | -1.8% | -1% | 7% | 3% | -0.5% | -3%
